Screens deposited in PubChem by National Center for Advancing Translational Sciences (NCATS).
D2 agonist = HTS Assay for Allosteric Agonists of the Human D2 Dopamine Receptor: Primary Screen for Agonists. D(2) dopamine receptor (Homo sapiens), P14416. HEK293 T-REx D2 cells, calcium flux agonist mode. activation, % at 2 µM. 340,000 compounds, 0.53% hits;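 active means activation over 3 SD above normal in the single-dose calcium agonist read, cut at about 30% in these data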; further: 0% is about no effect
Target sequence (P14416 whole entry, looked up): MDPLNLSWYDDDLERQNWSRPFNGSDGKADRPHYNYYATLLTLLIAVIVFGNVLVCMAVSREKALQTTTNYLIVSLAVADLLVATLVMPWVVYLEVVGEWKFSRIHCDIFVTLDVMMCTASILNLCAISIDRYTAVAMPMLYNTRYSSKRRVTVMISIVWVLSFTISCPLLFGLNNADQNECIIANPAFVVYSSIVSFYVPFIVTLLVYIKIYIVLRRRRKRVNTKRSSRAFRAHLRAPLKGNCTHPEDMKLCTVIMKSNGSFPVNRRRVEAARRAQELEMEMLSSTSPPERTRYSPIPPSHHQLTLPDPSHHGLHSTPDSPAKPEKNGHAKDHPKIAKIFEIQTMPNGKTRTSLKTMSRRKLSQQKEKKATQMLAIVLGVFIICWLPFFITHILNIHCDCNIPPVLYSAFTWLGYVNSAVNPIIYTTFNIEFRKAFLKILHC
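Tetracycline-induced HEK293 T-REx cells with force-coupled D2 receptor, plated overnight at 30 C, loaded with no-wash calcium dye. After a 10 s baseline, compound was pin-added and calcium flux read kinetically for 180 s; calcium rises flagged agonists.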
IDH1 R132H inh = qHTS for Inhibitors of mutant isocitrate dehydrogenase 1 (IDH1): qHTS; AID 602179, 2012; 390,000 compounds, 0.093% hits; Potency, µM (series often up to 76.6 µM), for the others: at the highest dose activity change, negative = inhibition, most hits filed as inhibitors; IDH1-R132H enzyme, NADPH consumption, diaphorase/resazurin fluorescence; Isocitrate dehydrogenase [NADP] cytoplasmic (Homo sapiens), O75874; further: potency means the concentration at half of the fitted maximal effect; on the % scale 0 is the no-effect control and ±100 the full control effect; nearly all actives have a fitted effect of over 65% in size
Target sequence (O75874 whole entry R132H, stated change not applied): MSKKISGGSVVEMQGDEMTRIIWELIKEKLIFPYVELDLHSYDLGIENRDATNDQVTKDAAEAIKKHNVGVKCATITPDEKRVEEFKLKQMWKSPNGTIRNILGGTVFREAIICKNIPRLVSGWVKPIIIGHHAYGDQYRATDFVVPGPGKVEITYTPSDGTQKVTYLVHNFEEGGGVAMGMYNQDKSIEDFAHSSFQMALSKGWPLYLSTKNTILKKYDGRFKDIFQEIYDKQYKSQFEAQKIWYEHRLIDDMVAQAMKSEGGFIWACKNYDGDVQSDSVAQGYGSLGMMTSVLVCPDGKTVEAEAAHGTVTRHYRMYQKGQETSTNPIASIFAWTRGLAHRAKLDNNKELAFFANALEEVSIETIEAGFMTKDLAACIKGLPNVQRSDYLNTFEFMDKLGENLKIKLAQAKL
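IDH1-R132H (0.5 ug/mL dispensed) in pH 7.5 Tris buffer was preincubated 30 min with compound, then given a substrate mix of 0.016 mM NADPH and 2 mM alpha-KG for 80 min at room temperature; remaining NADPH was read by diaphorase/resazurin fluorescence.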
TRHR agonist = qHTS for Small Molecule Agonists and Allosteric Enhancers of Human TRH Receptor: Primary Screen for Agonists; AID 493084, 2011; 360,000 compounds, 0.18% hits; activation, % at 2 µM; TRHR cells, calcium flux fluo-8, FDSS agonist mode; in the data active means activation above about 30%; further: 0% is about no effect
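TRHR-expressing cells loaded with fluo-8 calcium dye; 23 nL library compound pin-transferred, kinetic FDSS fluorescence (Ex 480/Em 530) recorded about 180 s for agonist-induced calcium release, before a 10 nM TRH EC20 addition for potentiator mode.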
TRHR PAM = qHTS for Small Molecule Agonists and Allosteric Enhancers of Human TRH Receptor: Primary Screen for Enhancers | Thyrotropin-releasing hormone receptor (Homo sapiens), P34981 | TRHR cells, fluo-8 calcium fluorescence, EC20 TRH enhancement | enhancement, % at 2 µM | 360,000 compounds, 0.66% hits; in the data active means enhancement above about 30%; further: 0% is about no effect
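Enhancer read-out: after compound pinning and an initial kinetic agonist-mode read, an EC20 of TRH (10 nM final) was injected and fluo-8 calcium signal (Ex 480/Em 530) followed at 1 s/cycle for 100 cycles in TRHR-expressing cells.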
TrxR1 inh = qHTS Assay for Inhibitors of Mammalian Selenoprotein Thioredoxin Reductase 1 (TrxR1): qHTS; Potency, µM (series often up to 114 µM), inactives show top-dose activity change, negative = inhibition, most hits filed as inhibitors; recombinant rTrxR1, NADPH fluorescence consumption, selenite substrate; Thioredoxin reductase 1, cytoplasmic (Rattus norvegicus), O89049; 390,000 compounds, 1% hits; further: potency means the concentration at half of the fitted maximal effect; on the % scale 0 is the no-effect control and ±100 the full control effect; nearly all actives have a fitted effect of over 65% in size
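Rat TrxR1 (90 nM in the dispensed reagent) was pre-reduced with 400 uM NADPH for 5 min at room temperature, then incubated with compound for 15 min. After 400 uM selenite was added, NADPH fluorescence (Ex 340/Em 450 nm) was followed for 8 min.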
USP1 inh = Inhibitors of USP1/UAF1: Primary Screen. recombinant USP1/UAF1, Ub-Rhodamine cleavage fluorescence. Ubiquitin carboxyl-terminal hydrolase 1 (Homo sapiens), O94782. 390,000 compounds, 0.23% hits. Potency, µM (doses to about 57.1 µM), for inactives: at the top dose activity change, negative = inhibition, usual class: inhibitors. AID 743255, 2014; further: potency means the concentration at half of the fitted maximal effect; on the % scale 0 is the no-effect control and ±100 the full control effect; nearly all actives have a fitted effect of over 60% in size; inactives centre near -12
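Step one: compound is pinned into 1nM USP1/UAF1 in HEPES pH 7.8 buffer with TCEP. Step two: 15 min room-temperature incubation. Step three: Ub-Rho (150nM final) starts cleavage, tracked by fluorescence over six one-minute reads.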
PI4K2A block = qHTS for small molecular inhibitors of PI4K2A; Phosphatidylinositol 4-kinase type 2-alpha (Homo sapiens), Q9BTU6; purified PI4K2A, ADP-Glo luminescence, 1 h; stronger effect = lower value; activity change, negative = inhibition, % at 76.9 µM; 420,000 compounds, 0.13% hits; AID 1346378, 2018; in the data active means activity change below about -50%; inconclusive means mostly about -30% to -49%;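 further: -100% = wells without enzyme as full effect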
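PI4K2A activity was measured by ADP-Glo luminescence: enzyme (4 ug/mL stock) and phosphatidylinositol (1.2 mM stock) in Tris pH 7.5/MgCl2/EGTA/Triton X-100 buffer were reacted with ATP (300 microM stock) for one hour at ambient temperature.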
TrxR1 substrate = qHTS Assay for Substrates of Mammalian Selenoprotein Thioredoxin Reductase 1 (TrxR1): qHTS; Thioredoxin reductase 1, cytoplasmic (Rattus norvegicus), O89049; Potency, µM (highest dose often 114 µM), without a hit: at the top dose activity change, negative = substrate turnover; 390,000 compounds, 0.01% hits; purified TrxR1 substrate turnover, NADPH consumption readout; further: potency means the concentration at half of the fitted maximal effect; on the % scale 0 is the no-effect control and ±100 the full control effect; nearly all actives have a fitted effect of over 50% in size
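Rat TrxR1, dispensed at 90 nM, was prereduced with 400 uM NADPH (final) for 5 min at ~22 deg C, then incubated with compound 15 min before 400 uM selenite. A first-read NADPH fluorescence drop versus no-compound background flagged substrates.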
D2 antag = HTS Assay for Allosteric Antagonists of the Human D2 Dopamine Receptor: Primary Screen for Antagonists | D(2) dopamine receptor (Homo sapiens), P14416 | HEK293 TREx D2 cells, calcium flux, dopamine EC80 | inhibition, % at 10 µM | 340,000 compounds, 2% hits | AID 485344, 2010; in the data active means inhibition above about 30%; further: 0% is about no effect
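Read-out: kinetic calcium fluorescence (1 cycle/s) in inducible HEK293 T-REx D2 cells after an EC80 dopamine addition that followed 180 s compound preincubation. Loss of the dopamine response indicates antagonism.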
* = called active by the depositor; ? = inconclusive; · = not tested or not shown; & = joins results of further samples; [ ] = another dose, or the depositor's remark. Unless noted, the call rests on the fitted dose curve; in most records, active means well fitted inhibition curve with a large enough effect; inconclusive means small, poorly fitted or top-dose-only effect; inactive means no such curve, though single readings can be large or run the other way. This is a random part of the collection; 3.9% or so of the library scored in one or more.

item	structure	TRHR PAM	D2 antag	IDH1 R132H inh	TrxR1 inh	TRHR agonist	USP1 inh	D2 agonist	TrxR1 substrate	PI4K2A block
1	CCOC(=O)N1CCN(C(=O)CSCC(=O)Nc2nc(-c3ccc(C)cc3)cs2)CC1	0	-12	15%	9%[57.1 µM]	-0.3	-21%	0.0	14%[57.1 µM]	3
2	Cc1ccc(Oc2ccc(/C=N/O)cn2)cc1	-3	6	0%	15%[57.1 µM]	-0.3	-23%	0.5	-3%[57.1 µM]	-1
3	COc1ccc(OC)c(N(C)S(=O)(=O)c2cc3c(cc2C)NC(=O)CO3)c1	19	-8	5%	19%[57.1 µM]	0.3	-19%	1.3	9%[57.1 µM]	-3
4	COc1ccc(/C=C2\SC(=O)N(CCc3nnc(N)s3)C2=O)cc1	6	-2	5%	6%	0.3	-4%	-0.1	-8%	-10
5	CCOC(=O)C(=CNc1cc(C)nn1C(C)(C)C)C(=O)OCC	1	-11	2%	25%	0.5	-16%	-0.7	8%	-3
6	Cc1ccc(-c2csc(NC(=O)CSc3ncn(-c4ccccc4)n3)n2)cc1	-3	-1	2%	-14%	0.8	-8%	0.8	-9%	4
7	COc1ccccc1CNC(=O)c1cnc(N2CCCC2)nc1C	-2	·	·	2%[57.1 µM]	0.6	-17%	0.8	-3%[57.1 µM]	-10
8	CC1CCCCN1Cc1nc2c(c(=O)n(C)c(=O)n2C)n1CCc1ccccc1 (stereo not given)	-5	-14	4%	16%[57.1 µM]	-0.6	-10%	-0.9	-1%	3
9	N#Cc1cccc(NC(=O)CCNS(=O)(=O)c2ccc3[nH]c(=O)oc3c2)c1	4	6	9%	32%[57.1 µM]	0.8	-6%	-0.1	10%[57.1 µM]	-3
10	Cn1c(=O)c2c(-c3cccc(F)c3)c3c(nc2n(C)c1=O)-c1ccccc1C3O (stereo not given)	-3	-9	·	·	-1.1	·	-0.1	·	·
11	COC(=O)c1ccccc1NC(=O)Cn1c(=O)cc(-c2ccccc2)c2c(C)nn(C)c21	2	·	1%	10%[57.1 µM]	0.4	?	1.1	-2%[57.1 µM]	-2
12	CC(C)C(=O)NNC(=O)c1cc2sccc2s1	-2	-3	-1%	-9%	0.3	7%	1.7	-8%	-2
13	CC(C)NC(=O)/C(C#N)=C/c1cccc(NC(=O)c2ccccc2Cl)c1	-2	5	0%	?	0.5	-9%	0.3	-8%	11
14	COc1ccc(Cn2c(SCc3ccc(C(=O)NCc4ccccc4F)cc3)nc3cccnc32)cc1	4	·	-10%	32%	0.9	-20%	0.7	29%	-2
15	O=C(O)c1ccc(Cl)c(S(=O)(=O)Nc2ccccc2C(=O)Nc2ccc(Cl)cc2)c1	-8	-14	-7%	7%	-0.9	-9%	-0.9	-4%	-5
16	COc1ccc(OC)c(-c2csc(NC(=O)C3COc4ccccc4O3)n2)c1 (stereo not given)	2	-4	1%	6%	-0.3	-23%	1.4	-5%	-2

Laid out differently: results already given.
#11 COC(=O)c1ccccc1NC(=O)Cn1c(=O)cc(-c2ccccc2)c2c(C)nn(C)c21
  TRHR PAM: 2	D2 antag: ·	IDH1 R132H inh: 1%	TrxR1 inh: 10%[57.1 µM]	TRHR agonist: 0.4	USP1 inh: ?	D2 agonist: 1.1	TrxR1 substrate: -2%[57.1 µM]	PI4K2A block: -2
#12 CC(C)C(=O)NNC(=O)c1cc2sccc2s1
  TRHR PAM: -2	D2 antag: -3	IDH1 R132H inh: -1%	TrxR1 inh: -9%	TRHR agonist: 0.3	USP1 inh: 7%	D2 agonist: 1.7	TrxR1 substrate: -8%	PI4K2A block: -2
#13 CC(C)NC(=O)/C(C#N)=C/c1cccc(NC(=O)c2ccccc2Cl)c1
  TRHR PAM: -2	D2 antag: 5	IDH1 R132H inh: 0%	TrxR1 inh: ?	TRHR agonist: 0.5	USP1 inh: -9%	D2 agonist: 0.3	TrxR1 substrate: -8%	PI4K2A block: 11
#14 COc1ccc(Cn2c(SCc3ccc(C(=O)NCc4ccccc4F)cc3)nc3cccnc32)cc1
  TRHR PAM: 4	D2 antag: ·	IDH1 R132H inh: -10%	TrxR1 inh: 32%	TRHR agonist: 0.9	USP1 inh: -20%	D2 agonist: 0.7	TrxR1 substrate: 29%	PI4K2A block: -2

(listing goes on)
item	structure	TRHR PAM	D2 antag	IDH1 R132H inh	TrxR1 inh	TRHR agonist	USP1 inh	D2 agonist	TrxR1 substrate	PI4K2A block
17	CC(C(=O)Nc1ccccc1-c1ccccc1)N1CCOCC1 (stereo not given)	7	·	2%	20%	-0.6	-5%	·	9%	10
18	COCc1ccc(CN2CCCC(CO)(Cc3cccc(Cl)c3)C2)o1 (stereo not given)	1	-5	2%	?	0.6	-14%	0.6	-7%	-4
19	Cc1cc(C)c(C)c(OCC(=O)Nc2ccc(S(=O)(=O)Nc3nc(C)cc(C)n3)cc2)c1	9	·	·	7%	-1.1	-20%	-0.6	2%	4
20	O=C1NC(c2ccccc2)Oc2ccccc21 (stereo not given)	36*	8	4%	17%[57.1 µM]	0.3	-6%	0.1	11%[57.1 µM]	-17
21	CCc1cc2cc(C)cc(C)c2nc1SCC(=O)NNC(=O)c1ccco1	5	-4	-10%	2%	-0.4	-12%	-1.0	6%	-1
22	Cc1cc(-n2cccn2)ccc1CN1CCN(CC(C)C)C(CCO)C1 (stereo not given)	-1	3	-4%	16%	0.2	-6%	0.0	-1%	2
23	Cc1ccc(NC(=O)C2CCN(S(=O)(=O)c3ccc4c(c3)OCCO4)CC2)c(O)c1	3	14	2%	7%[57.1 µM]	-0.1	-9%	-0.2	-3%	-1
24	Cc1ccc2nc(Cl)c3nnnn3c2c1	-1	-7	0%	8.9µM*	7.5	-30%	-0.6	3%	-3
25	O=C(c1cnn2c(C(F)(F)F)cc(-c3ccco3)nc12)N1CCc2ccccc2C1	-6	-10	3%	?	-1.4	-19%	-0.4	13%	-5
26	CCC1=NC(c2ccccc2OC)N(O)C1(C)C (stereo not given)	4	3	-2%	2%	0.2	-15%	0.3	1%	5
27	O=C(CSc1nnc2ccccn12)NC(=O)c1ccccc1Cl	·	·	8%	-29%	·	-4%	·	11%	-3
28	CCn1c(O)c(/C=C2\C=NN=C2c2ccccc2)sc1=S	-1	8	0%	13%[57.1 µM]	0.1	-20%	-0.6	9%[57.1 µM]	-2
29	CC(=O)Nc1ccc(N=NN2CCOCC2)cc1	1	-3	-1%	-5%[57.1 µM]	0.0	-19%	-0.3	-4%[57.1 µM]	3
30	CC(=O)c1ccc(NC(=O)CCCCCn2nnc3ccccc3c2=O)cc1	9	-12	3%	9%	-0.4	-18%	-0.4	-2%	1
31	CC(C)CNC(=O)NC(=O)COc1ncnc2sccc12	-16	37*	-2%	9%	0.0	-2%	-0.2	-6%	1
32	O=C(NCc1nnc(SCC(=O)N2CCC(Cc3ccccc3)CC2)o1)c1ccco1	-8	-2	0%	17%[57.1 µM]	-1.8	-20%	-0.3	7%[57.1 µM]	1
33	NNC(=O)c1sccc1OCc1ccc(Cl)cc1	2	-2	-2%	10%[57.1 µM]	-1.8	1%	-0.3	4%[57.1 µM]	3
34	Cc1c(NC(=O)c2ccco2)c(=O)n(-c2ccccc2)n1C	2	8	-7%	14%	0.3	-8%	0.9	-2%	2
35	CCOc1cc(C(=O)OCc2cc(=O)n3nc(C4CC4)sc3n2)cc(OCC)c1OCC	-2	·	6%	4%[57.1 µM]	-0.3	-11%	1.3	-1%[57.1 µM]	-1
36	CCN1C(=O)/C(=C2/Sc3ccccc3N2CCCS(=O)(=O)O)SC1=S	7&-6	3&20	-4%&13%	21%&10%[57.1 µM]	-2.0&1.5	-18%&-5%	0.2&-2.8	-15%	-3&11
37	COc1ccccc1OCc1nnc(-c2ccccc2)o1	-2	·	·	2%	-0.9	-25%	-0.5	-4%	-4
38	N#CC1=C(N)Oc2cc(O)ccc2C1c1ccccc1 (stereo not given)	-1	0	10%	-10%	0.2	-6%	-1.5	-3%	4
39	CCOc1ccc(C2C3=C(CCCC3=O)Nc3nc(C(F)(F)F)nn32)cc1OC (stereo not given)	-6	-7	0%	22%[57.1 µM]	-0.4	-11%	2.9	12%[57.1 µM]	-1
